# Source: PubChem BioAssay
# RXFP1 antag – antagonists of human relaxin receptor RXFP1; activity change, negative = inhibition, % at 57.5 µM; AID 1259400; HEK293-RXFP1, relaxin-stimulated cAMP HTRF, 30 min; stronger effect = lower value; 350,000 compounds, 0.59% hits;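 active = activity change of -60% or lower, but not beyond a set lower limit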
# Target sequence (Q9HBX9 whole entry, looked up): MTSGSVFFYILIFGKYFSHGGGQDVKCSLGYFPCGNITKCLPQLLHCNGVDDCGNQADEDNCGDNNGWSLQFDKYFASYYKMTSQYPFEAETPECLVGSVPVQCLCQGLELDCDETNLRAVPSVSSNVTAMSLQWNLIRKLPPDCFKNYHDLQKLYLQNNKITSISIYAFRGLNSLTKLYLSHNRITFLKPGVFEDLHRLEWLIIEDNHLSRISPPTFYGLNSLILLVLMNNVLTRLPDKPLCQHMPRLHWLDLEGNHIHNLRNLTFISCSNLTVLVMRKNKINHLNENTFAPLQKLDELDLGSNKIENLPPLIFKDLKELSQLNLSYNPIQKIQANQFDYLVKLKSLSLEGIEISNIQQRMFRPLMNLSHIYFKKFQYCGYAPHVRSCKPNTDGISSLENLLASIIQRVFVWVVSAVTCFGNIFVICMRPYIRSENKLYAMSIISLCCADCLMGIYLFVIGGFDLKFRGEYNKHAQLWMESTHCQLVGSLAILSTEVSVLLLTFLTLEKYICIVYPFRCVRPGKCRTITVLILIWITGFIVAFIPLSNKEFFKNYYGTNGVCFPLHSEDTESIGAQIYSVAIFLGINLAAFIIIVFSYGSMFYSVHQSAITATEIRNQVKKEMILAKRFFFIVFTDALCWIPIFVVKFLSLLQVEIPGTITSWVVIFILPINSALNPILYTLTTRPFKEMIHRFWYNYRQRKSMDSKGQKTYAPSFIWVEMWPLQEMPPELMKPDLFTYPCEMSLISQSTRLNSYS
# Active calls of the source: *. % is scaled to controls: 0 for no effect and ±100 for the full control effect. These rows are one share of the data (hit frequency here may not be typical).
structure	RXFP1 antag
CCOc1ncccc1C(=O)N(CCC(C)C)c1c(N)n(Cc2ccccc2)c(=O)[nH]c1=O	-14.2
CCCCCC(=O)N1C[C@@H](O)[C@H](n2cc(C3CC3)nn2)C[C@@H]1c1ccc(OC)cc1	-2.2
O=C(O)c1cccc2cccc(-c3c4ccc(=O)c(O)c-4oc4c(O)c(O)ccc34)c12	-13.5
O=C(Nc1cccc(S(=O)(=O)NC2=NCCC2)c1)c1ccc(C(F)(F)F)cc1	-24.0
c1ccc(-c2nn(-c3ccccc3)[n+](-c3ccccc3)n2)cc1	15.7
CCOc1ccc(S(=O)(=O)N2CCN(C3CC(=O)N(c4cccc(C(C)=O)c4)C3=O)CC2)cc1 (configuration not stated)	-4.1
Cc1ccc(C(=O)Nc2ccc(NC(=O)c3ccccc3Cl)c(C)c2)cc1	-0.2
Cc1cc(C)c(C=NNc2nc3c([nH]2)c(=O)n(C)c(=O)n3C)c(C)c1	-1.7
COc1ccccc1/C=C/C(=O)OCC(=O)NC1CCS(=O)(=O)C1 (configuration not stated)	-13.3
Cc1ccc(Nc2ccncc2S(N)(=O)=O)cc1	-1.3
CO[C@@]1(NC(=O)CSC[C@@H](N)C(=O)O)C(=O)N2C(C(=O)O)=C(CSc3nnnn3C)CS[C@@H]21	6.0
CCn1cnnc1SCC(=O)Nc1ccccc1C(=O)NC1CC1	-13.3
COC(=O)c1nn(-c2ccccc2)c(Cl)c1/C=N/OCc1c(Cl)cccc1Cl	13.4
O=C(Nc1ccc(S(=O)(=O)NC2=NCCCCC2)cc1)c1cccs1	-3.1
CC(=O)Nc1ccn(C2COC(COC(=O)c3ccccc3)O2)c(=O)n1 (configuration not stated)	-13.9
C=CCN1CCN(c2ccncc2S(=O)(=O)N2CCN(C)CC2)CC1	-5.6
COc1ccc(OC)c(NC(=O)COC(=O)COc2ccc(Nc3ccccc3)cc2)c1	-10.0
CC(=O)Nc1ccc(S(=O)(=O)NNC(=O)CCC(=O)NCc2ccccc2)cc1	-2.2
CCOc1ccc(NC(=O)CN(C)C(=O)CCc2nc3ccccc3c(=O)[nH]2)cc1OCC	0.2
CC1CC(C)CN(C(=O)c2cccc(NC(=O)CC3SC(N4CCCCC4)=NC3=O)c2)C1 (configuration not stated)	-6.2
CC(C)(C(=O)c1ccccc1)/[N+]([O-])=C/c1ccccc1F	-2.8
N#CC(=C(O)COC(=O)Cc1c[nH]c2ccccc12)c1nc2ccccc2[nH]1	-9.9
CCC(=NNC(=O)c1cccc(S(=O)(=O)N2CCOCC2)c1)c1ccccc1	0.0
Cc1ccc(CN(C)C(=O)c2cc(S(=O)(=O)N3CCOCC3)ccc2F)o1	-5.0
O=C(COc1ccc(Cl)cc1Cl)NCC1(N2CCOCC2)CCCCC1	-15.8
Cc1ccc(S(=O)(=O)Nc2ccc(F)c(S(=O)(=O)N3CCOCC3)c2)cc1	-14.0
Cc1ccc(C)c(NC(=S)NCCN2CCOCC2)c1	-4.4
C[C@@H]1Cn2cnc(C(=O)N[C@@H](C)C(=O)OC(C)(C)C)c2C(=O)N1	-0.7
CC(Oc1ccc(Cl)cc1Cl)C(=O)NC(Cc1ccccc1)C(=O)O (configuration not stated)	-10.7
O=C(OCc1cc(=O)n2ccsc2n1)C1(c2ccccc2)CC1	-4.5

# Arranged by value in RXFP1 antag (descending): 3 from the list above.
structure	RXFP1 antag
COC(=O)c1nn(-c2ccccc2)c(Cl)c1/C=N/OCc1c(Cl)cccc1Cl	13.4
CC(C)(C(=O)c1ccccc1)/[N+]([O-])=C/c1ccccc1F	-2.8
Cc1ccc(S(=O)(=O)Nc2ccc(F)c(S(=O)(=O)N3CCOCC3)c2)cc1	-14.0

# Grouped by structure: the compounds so far containing a COOH group (3)
structure	RXFP1 antag
O=C(O)c1cccc2cccc(-c3c4ccc(=O)c(O)c-4oc4c(O)c(O)ccc34)c12	-13.5
CO[C@@]1(NC(=O)CSC[C@@H](N)C(=O)O)C(=O)N2C(C(=O)O)=C(CSc3nnnn3C)CS[C@@H]21	6.0
CC(Oc1ccc(Cl)cc1Cl)C(=O)NC(Cc1ccccc1)C(=O)O (configuration not stated)	-10.7

# Further records follow.
structure	RXFP1 antag
O=C(CC(O)c1ccncc1)c1ccccc1O (configuration not stated)	-3.3
Cc1[nH]c(=O)n(C(C)C)c(=O)c1Br	-9.6
CC(=O)Nc1ccc(NC(=O)CSc2nc(=O)n(Cc3cccnc3)c3c2CCC3)cc1	12.3
O=C(O)C(=Cc1ccnc2ccccc12)C(=O)O	-3.0
O=C(CSc1n[nH]c(-c2ccc(Br)cc2)n1)N1CCOCC1	-20.2
COc1cc(C2c3cc4c(cc3C3OC(=O)C2C3CO)OCO4)cc(OC)c1OC (configuration not stated)	11.2
CCOC(=O)C1=C(C)NC(C)=C(C(=O)OCC)C1C(=O)OCC(=O)NCCc1ccccc1	0.7
COCCN(C(=O)COC(=O)C1CCCCC1)c1c(N)n(Cc2ccccc2)c(=O)[nH]c1=O	-0.5
CCN(CC)S(=O)(=O)c1ccc(OC)c(NC(=O)c2ccc(OC)c([N+](=O)[O-])c2)c1	3.5
CN(Cc1ccc(OC(F)F)cc1)C(=O)/C=C/c1ccc(S(=O)(=O)N2CCOCC2)cc1	-7.5
CC1CCCN(C(=O)C2CCN(S(=O)(=O)c3ccccc3)CC2)C1 (configuration not stated)	1.6
CC(C)(C)c1ccc(C(=O)NC(=O)COC(=O)c2ccc(Br)o2)cc1	-12.0
Cc1ccc(C2=NOC(=O)/C2=C\c2ccccc2)cc1	-16.0
c1ccc(NCCC2OCC3(CO2)COC(CCNc2ccccc2)OC3)cc1 (configuration not stated)	-12.5
Cc1ccc(S(=O)(=O)N2CCOCC2)cc1C(=O)N1CCc2ccccc21	-6.6
Cc1csc(=O)n1CCC(=O)OCC(=O)Nc1ccc(N2CCOCC2)cc1	-2.4
O=C(NCC(c1ccco1)N1CCCC1)c1cc(S(=O)(=O)N2CCCCC2)ccc1Cl (configuration not stated)	7.1
COc1ccc(-c2ccc3[nH]c4c(c3c2)CCN2C(=O)[C@@H]([C@H](C)O)[C@@H](N(C)C(=O)Nc3ccc(F)cc3)C[C@@H]42)cc1	0.8
NS(=O)(=O)c1ccc(CNC(=O)C2CCCN2C(=O)c2cccs2)cc1 (configuration not stated)	-1.9
Cc1cc(Cl)c2oc(C(=O)N3CCOCC3)c(C)c2c1	2.3
COc1ccc(C=C2CS(=O)(=O)CC(=Cc3ccc(OC)cc3)C2=O)cc1	-1.9
Cc1ccc(OCc2nnc(-c3ccc(Cl)cc3)o2)cc1	-8.1
CN(Cc1ccc([N+](=O)[O-])cc1)c1ccccc1	-4.0
COc1ccc(NS(=O)(=O)c2cc(NC(=O)COc3ccc(OC)cc3)ccc2N2CCOCC2)cc1	-5.2
O=C(COC(=O)Cc1ccc(Cl)cc1Cl)NC1CC1	2.8
CC(C)Oc1ccc(C(=O)OCC(=O)c2ccc[nH]2)cc1	-1.1
Nc1nccc(SCc2ccccc2)n1	-3.3
O=C(CSc1cccc[n+]1[O-])Nc1cc(Cl)ccc1[N+](=O)[O-]	-4.3
Cc1cc(C)nc(N2CCC(C(=O)NC3CCCCCC3)CC2)n1	0.7
Cc1noc(C)c1S(=O)(=O)N(C)C[C@H]1OCCCC[C@@H](C)Oc2ccc(NS(=O)(=O)c3cn(C)cn3)cc2C(=O)N([C@H](C)CO)C[C@@H]1C	3.7
C#CCN(C[C@H]1[C@H](OC(=O)Nc2c(C)noc2C)[C@H](OC(=O)Nc2c(C)noc2C)C[C@H]2C(=O)N(c3ccccc3)C(=O)[C@@H]12)S(=O)(=O)c1ccc(C)cc1	4.5
O=C1C(=O)N(c2ccccc2)C(c2ccccc2)C1c1ccccc1 (configuration not stated)	-13.9
CCN(C(=O)CSc1nc2ccc([N+](=O)[O-])cc2s1)c1c(N)n(Cc2ccccc2)c(=O)[nH]c1=O	-4.2
Cc1ccc(C(=O)Nc2ccccc2C(=O)O)cc1S(=O)(=O)Nc1ccc(Br)cc1	-33.1
CC1=CC2=NC(=O)C(c3ccccc3)C(=O)N2C=C1 (configuration not stated)	3.4
CC(=O)Nc1ccc(C(=O)OCC(=O)Nc2c(C)n(C)n(-c3ccccc3)c2=O)cc1	-4.4
O=C(Cn1cnc([N+](=O)[O-])c1)Nc1ccc(Cl)cc1Cl	4.8
COc1ccc(CCNC(=O)C2CC2)cc1	0.5
NC(=O)C1Cc2ccccc2CN1C(=O)c1cc(C2CC2)nn1-c1ccccc1 (configuration not stated)	4.1
CN(CC(=O)Nc1ccc(F)c(F)c1F)C(=O)C1COc2ccccc2O1 (configuration not stated)	-8.7
COc1ccc(-n2c3c(cc(C(=O)Nc4ccc(C)cc4)c2=O)C(=O)CCC3)cc1	3.3
O=C1OC(c2cccc3c(F)cccc23)c2ccccc21 (configuration not stated)	-14.2
O=C(Nc1cccc(S(=O)(=O)N2CCCC2)c1)c1ccc(Cl)nc1	-10.8
CN1CCOCCOc2ccccc2OCCOCC1	-3.4
C#Cc1cc(N2CCN(C(=O)c3ccoc3)CC2)n2nc(-c3cccc(Cl)c3)cc2n1	-0.4
OCC(O)C(O)C(O)c1cnn(-c2ccccc2)n1 (configuration not stated)	6.9
O=C(O)c1ccccc1-c1ccc(C(F)(F)F)cc1	-8.6
CCCCN(C(=O)COc1ccc(F)cc1)c1c(N)n(CC(C)C)c(=O)[nH]c1=O	-0.9
COC(=O)c1ccc(COC(=O)C2CCN(S(=O)(=O)c3ccccc3C(=O)OC)CC2)cc1	3.2
Cn1cc(C(=O)C(=O)N2CCCCC2)c2ccccc21	-9.4
COc1ccc(S(=O)(=O)N2CCOCC2)cc1NC(=O)Cc1ccc(F)cc1	-2.8
Cc1ccc(S(=O)(=O)Nc2ccc3c(c2)C(=O)N([C@H](C)CO)C[C@H](C)[C@@H](CN(C)C(=O)NC2CCCCC2)OCCCC[C@@H](C)O3)cc1	5.8
CCN(CC(=O)Nc1ccc2c(c1)OCCO2)C(=O)/C=C/c1cc(Br)ccc1OC	1.5
COc1ccc(OC)c(C(=O)C(=O)c2cc(OC)ccc2OC)c1	-4.4
CC[C@@H](NCCCn1ccc(NC(=O)OCc2ccccc2)nc1=O)c1ccccc1	-2.8
COC(=O)CC1(C(=O)OC)Nc2cc(Cl)c(Cl)cc2S(=O)(=O)N1O (configuration not stated)	15.3
CC(=O)N(CC(O)CO)c1c(I)c(C(=O)NCCO)c(I)c(C(=O)NCC(O)CO)c1I (configuration not stated)	-8.6
CCOc1ncccc1C(=O)Nc1ccc2c(c1)OCCO2	9.2
CC1CC(C)CN(C(=O)COC(=O)/C=C/c2ccco2)C1 (configuration not stated)	2.9
CCN(c1ccccc1)S(=O)(=O)c1ccc(C(=O)NC2CCCCC2)cc1	0.4

# Later entries
structure	RXFP1 antag
COc1cccc(S(=O)(=O)N(C)C[C@@H]2OCc3cnnn3CCCC(=O)N([C@H](C)CO)C[C@@H]2C)c1	5.6
Cc1cccc(C)c1Nc1nnc(SCC(=O)NCCCN2CCCC2=O)s1	-7.0
O=C(OCc1ccc([N+](=O)[O-])cc1)c1cc2ccccc2oc1=O	-0.9
C[C@@H]1CNC(=O)c2c(C(=O)Nc3cccc(Cl)c3)ncn21	-4.4
COc1ccc([C@H]2N[C@]3(CCCN(Cc4cccn4C)C3=O)[C@H]3C(=O)N(C)C(=O)[C@@H]23)cc1	4.5
CCC(C)[C@H](NC(=O)[C@@H]1Cc2ccccc2CN1)C(=O)NCc1ccc(C)cc1 (some centres not stated)	-1.3
Cc1nc2c(=O)[nH]c(=S)[nH]c2[nH]c1=O	-2.7
COc1ccc(CC(=O)OCC(=O)NCc2ccc(C)cc2)cc1OC	-4.9
CCC1(c2ccc(F)cc2)NC(=O)N(CC(=O)NC2CCCCCC2)C1=O (configuration not stated)	-6.6
C=CCn1c(C)cc(-c2csc(NC(=O)C3CCN(c4ncnc5sc(C)c(C)c45)CC3)n2)c1C	3.3
CN(Cc1ccccc1)C(=O)Nc1ccc(Cl)cc1	1.1
CCOC(=O)Nc1ccc2c(c1)C(=NNC(=S)NC)c1ccccc1-2	-2.2
COc1ccc(CC(=O)NC(=S)Nc2cccc(CO)c2)cc1	4.7
O=C(COC(=O)c1cccc(Cl)c1)Nc1cccc(S(=O)(=O)NC2=NCCC2)c1	3.6
O=C(COC(=O)Cn1cnc2ccccc2c1=O)NNC(=O)c1ccc(Br)cc1	0.1
CCCCCCn1c(=O)n2n(c1=O)C[C@]1(OC(=O)Nc3c(C)noc3C)CN(S(=O)(=O)c3ccc(C)cc3)C[C@]1(O)C2	10.1
O=C(c1ccc2c3c(cccc13)CC2)N1CCN(c2ncccn2)CC1	-3.5
CCc1c(C)[nH]c2c1C(=O)C(CN1CCOCC1)CC2 (configuration not stated)	4.2
CC(=O)Nc1cccc(C(=O)OCC(=O)N2CCN(C(=O)COC(=O)c3cccc(NC(C)=O)c3)CC2)c1	8.3
O=C(O)C12C3CCC(O3)C1(C(=O)O)C1CCC2O1 (configuration not stated)	-11.6
CN(C)C(=O)N1CCc2ccc([N+](=O)[O-])cc21	2.9
O=C(Nc1ccc2c(c1)Cc1ccccc1-2)c1cc2ccccc2o1	-24.4
c1ccc(-c2nnc(Cn3c4ccccc4c4nc5ccccc5nc43)o2)cc1	10.7
COc1cccc(NC(=O)COC(=O)c2sccc2C)c1	4.5
O=C(O)C(F)=C1c2ccccc2-c2ccccc21	-14.7
N#Cc1cc([N+](=O)[O-])ccc1NC(=O)COC(=O)CN1C(=O)C2CCCCC2C1=O (configuration not stated)	-0.8
C=CCN(c1ccccc1OC)S(=O)(=O)c1cccc(C(=O)OCC(=O)c2c(N)n(C)c(=O)n(C)c2=O)c1	1.3
Clc1ccc(-c2ccnc3nc(N4CCOCC4)nn23)c(Cl)c1	-8.6
CN(C(=O)CN1C(=O)NC2(CCCc3ccccc32)C1=O)C1CCCCC1 (configuration not stated)	-1.1
COc1ccc2ccc(OC)c(/C=N/NC(=O)c3cc4ccccc4o3)c2c1	-10.9
